Source: PubChem
GLS inhibitor = qHTS for Inhibitors of Glutaminase (GLS); Glutaminase kidney isoform, mitochondrial (Homo sapiens), O94925; GLS enzymatic activity, qHTS titration; Potency, µM (doses to about 45.5 µM), inactives show at the top dose activity change, negative = inhibition, hits mostly inhibitors; 410,000 compounds, 0.21% hits; further: potency means the concentration at half of the fitted maximal effect; on the % scale 0 is the no-effect control and ±100 the full control effect
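Coupled fluorescence readout: glutamate oxidase/HRP/Amplex Red detect glutamate formed by hKGA from L-glutamine (1 mM solution added). Buffer 45 mM KH2PO4 pH 8.2, 0.02% Tween-20; reads at t0 and 30 min RT.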
PI4K2A block = qHTS for small molecular inhibitors of PI4K2A | Phosphatidylinositol 4-kinase type 2-alpha (Homo sapiens), Q9BTU6 | purified PI4K2A, ADP-Glo luminescence, 1 h; active compounds read low | activity change, negative = inhibition, % at 76.9 µM | 420,000 compounds, 0.13% hits; in the data active means activity change below about -50%; inconclusive means mostly about -30% to -49%;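 further: -100% = wells without enzyme as full effect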
Target sequence (Q9BTU6 whole entry, looked up): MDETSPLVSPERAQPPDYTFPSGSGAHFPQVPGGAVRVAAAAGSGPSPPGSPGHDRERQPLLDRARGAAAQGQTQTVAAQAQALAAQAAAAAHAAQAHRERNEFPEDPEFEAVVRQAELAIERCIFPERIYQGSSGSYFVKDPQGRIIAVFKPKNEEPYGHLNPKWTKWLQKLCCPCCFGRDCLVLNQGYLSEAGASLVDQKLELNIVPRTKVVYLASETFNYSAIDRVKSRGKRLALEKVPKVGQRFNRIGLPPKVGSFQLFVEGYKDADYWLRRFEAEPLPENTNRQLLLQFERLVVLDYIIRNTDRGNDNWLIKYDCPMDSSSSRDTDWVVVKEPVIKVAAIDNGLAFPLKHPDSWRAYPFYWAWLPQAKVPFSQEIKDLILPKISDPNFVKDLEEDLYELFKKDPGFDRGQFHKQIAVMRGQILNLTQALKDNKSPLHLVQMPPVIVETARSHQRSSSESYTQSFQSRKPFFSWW
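PI4K2A activity was measured by ADP-Glo luminescence: enzyme (4 ug/mL stock) and phosphatidylinositol (1.2 mM stock) in Tris pH 7.5/MgCl2/EGTA/Triton X-100 buffer were reacted with ATP (300 microM stock) for one hour at ambient temperature.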
HP1b binding inh = HTS for Inhibitors of HP1-beta Chromodomain Interactions with Methylated Histone Tails | Chromobox protein homolog 1 (Homo sapiens), P83916 | AlphaScreen HP1-beta / biotin-H3K9me3 peptide binding | Potency, µM (titrated, usually from 114 µM), without a hit: at the highest dose activity change, negative = inhibition, actives largely listed as inhibitors | 390,000 compounds, 0.56% hits | AID 540317, 2011; further: potency means the concentration at half of the fitted maximal effect; nearly all actives have a fitted effect of over 70% in size; inactives centre near 23
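Compound inhibition of the preformed complex between 50 nM HP1-beta and 50 nM biotinylated H3K9me3 peptide was read by AlphaScreen. Buffer was PBS pH 7.4 with 0.01% Tween-20. Incubations ran 30 min at room temperature, with 10 ug/mL donor/acceptor beads.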
JMJD2A Tudor inh = qHTS Assay for Inhibitors of JMJD2A-Tudor Domain. Potency, µM (titrated, usually from 114 µM), for the others: top-dose activity change, negative = inhibition, hits mostly inhibitors. 390,000 compounds, 4.4% hits. AID 504339, 2011. AlphaScreen JMJD2A-Tudor / H3K4me3 peptide binding. Lysine-specific demethylase 4A (Homo sapiens), O75164; further: potency means the concentration at half of the fitted maximal effect; on the % scale 0 is the no-effect control and ±100 the full control effect; nearly all actives have a fitted effect of over 50% in size
BAZ2B block = qHTS Assay for Inhibitors of BAZ2B | AID 504333, 2011 | Bromodomain adjacent to zinc finger domain protein 2B (Homo sapiens), Q9UIF8 | 360,000 compounds, 4.4% hits | AlphaScreen BAZ2B-H3K14Ac peptide displacement | Potency, µM (top dose mostly 114 µM), for inactives: at the top dose activity change, negative = inhibition, hits mostly inhibitors; further: potency means the concentration at half of the fitted maximal effect; on the % scale 0 is the no-effect control and ±100 the full control effect; nearly all actives have a fitted effect of over 60% in size
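BAZ2B 50 nM plus b-H3(5-23)K14Ac 50 nM, PBS pH 7.4/0.01% Tween-20, 30 min RT; compound added (max 110 uM), 30 min RT; streptavidin donor/Ni-chelate acceptor beads 10 ug/mL final, 20 min dark; AlphaScreen read.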
Pin1 inh = qHTS Assay to Find Inhibitors of Pin1; Potency, µM (top dose mostly 115 µM), without a hit: top-dose activity, negative = inhibition, most hits filed as inhibitors; 390,000 compounds, 0.009% hits; Pin1 FP peptide displacement, HiFluor488, 10 min; AID 504891, 2011; Peptidyl-prolyl cis-trans isomerase NIMA-interacting 1 (Homo sapiens), Q13526; active means well fitted inhibition curve with a large enough effect in the polarisation, with a control signal flat, not every such curve was filed as active; inconclusive means small, poorly fitted or top-dose-only effect, or effect the other way, or a change in a side signal; inactive means no such curve, though single readings can be large or run the other way; the % refers to the polarisation; further: potency means the concentration at half of the fitted maximal effect; on the % scale 0 is the no-effect control and ±100 the full control effect
G9a inh = qHTS Assay for Inhibitors of Histone Lysine Methyltransferase G9a | Histone-lysine N-methyltransferase EHMT2 (Homo sapiens), Q96KQ7 | G9a H3K9 monomethylation, AlphaScreen, 2 h | Potency, µM (doses to about 102 µM), without a hit: top-dose activity, negative = inhibition, most hits filed as inhibitors | 350,000 compounds, 8.8% hits | AID 504332, 2011; further: potency means the concentration at half of the fitted maximal effect; on the % scale 0 is the no-effect control and ±100 the full control effect; nearly all actives have a fitted effect of over 75% in size
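Chemiluminescent proximity detection of H3K9 monomethylation, read after 10 min bead incubation in the dark. Reaction: 20 nM G9a, 500 nM biotin-H3K9 peptide, 20 uM SAM cofactor, 2 h, room temperature, following 15 min enzyme-compound preincubation.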
PGK inhibitor = qHTS Assay to Find Inhibitors of Phosphoglycerate Kinase; Phosphoglycerate kinase, glycosomal (Trypanosoma brucei brucei), P07378; PGK/GAPDH coupled, Kinase-Glo luminescence, 60 min; AID 602233, 2012; 380,000 compounds, 0.043% hits; Potency, µM (doses to about 57.5 µM), inactives show at the highest dose activity change, negative = inhibition, usual class: inhibitors; further: potency means the concentration at half of the fitted maximal effect; on the % scale 0 is the no-effect control and ±100 the full control effect; nearly all actives have a fitted effect of over 60% in size
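Recombinant glycosomal PGK reaction used 1,3-bisphosphoglycerate generated in-well by GAPDH (100nM final) in 100mM TEA pH 7.6, 5mM MgCl2, 0.01% Tween-20. After 60 minutes at room temperature, ATP was read by Kinase-Glo Plus luminescence end-point.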
ERG-DNA inh = qHTS for Small Molecule Inhibitors of the ERG Ets/DNA interaction. Transcriptional regulator ERG (Homo sapiens), P11308. fluorescence polarization, His-ERG Ets domain / labelled DNA. Potency, µM (highest dose often 76.9 µM), for the others: at the top dose FP activity, negative = inhibition, actives largely listed as inhibitors. 370,000 compounds, 0.028% hits. AID 624246, 2012; active means well fitted inhibition curve with a large enough effect in the polarisation, with a control signal flat; inconclusive means small, poorly fitted or top-dose-only effect, or effect the other way, or a change in a side signal; inactive means no such curve, though single readings can be large or run the other way; the % refers to the polarisation;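 further: polarization taken with two DNA probes labelled with fluorescein and Texas red; potency means the concentration at half of the fitted maximal effect; % of control where 0% means no effect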
Target sequence (P11308 whole entry, looked up, the tested form may be a part): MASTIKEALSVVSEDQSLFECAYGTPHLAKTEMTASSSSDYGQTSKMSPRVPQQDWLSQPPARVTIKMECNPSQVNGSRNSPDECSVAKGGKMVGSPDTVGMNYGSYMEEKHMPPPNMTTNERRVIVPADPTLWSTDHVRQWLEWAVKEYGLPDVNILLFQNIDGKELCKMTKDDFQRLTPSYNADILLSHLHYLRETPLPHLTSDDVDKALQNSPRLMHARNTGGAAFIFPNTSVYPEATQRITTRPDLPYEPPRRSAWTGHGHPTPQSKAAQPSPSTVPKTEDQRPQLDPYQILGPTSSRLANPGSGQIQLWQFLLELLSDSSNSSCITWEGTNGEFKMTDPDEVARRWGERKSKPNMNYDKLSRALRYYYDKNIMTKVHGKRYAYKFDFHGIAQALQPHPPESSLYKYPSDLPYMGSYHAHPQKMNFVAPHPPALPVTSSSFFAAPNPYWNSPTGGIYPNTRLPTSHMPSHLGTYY
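His-tagged ERG Ets domain (1 uM in the protein solution; 300mM KCl, 50mM Tris-HCl, 1mM EDTA, 1mM DTT, pH 7.5) received compound, then a probe mix of 5 nM fluorescein-DNA and 100nM Texas-615-DNA. Fluorescence polarization was read for both dyes.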
* marks the source's active call; other numbers are inactive results; [ ] = remark or other dose. Unless noted, the call rests on the fitted dose curve; in most records, active means well fitted curve in the direction sought with a large enough effect; inconclusive means small, poorly fitted or top-dose-only effect, or another doubt; inactive means no such curve, though single readings can be large; an effect the other way counts as inactive or inconclusive.

Screening Cc1ccc(/C=C2/NC(=O)N(c3ccccc3)C2=O)o1 returned GLS inhibitor 5%, PI4K2A block 1, HP1b binding inh 10%, JMJD2A Tudor inh -31%, BAZ2B block 56µM*, Pin1 inh inconclusive, G9a inh 36%[0.501 µM], PGK inhibitor -3% and ERG-DNA inh -27%.
Screening O=S(=O)(Nc1ccc(-c2csc(-c3ccccc3)n2)cc1)c1ccccc1 returned GLS inhibitor 1%, PI4K2A block 8, HP1b binding inh 18%[57 µM], JMJD2A Tudor inh -24%, BAZ2B block inconclusive, Pin1 inh 9%, G9a inh 21%[59 µM], PGK inhibitor -2% and ERG-DNA inh 1%.
For COc1ccc(C(=O)NNc2ncnc3c2cnn3-c2ccccc2)cc1 the results were GLS inhibitor 3%, PI4K2A block -3, HP1b binding inh 41%[activator], JMJD2A Tudor inh inconclusive, BAZ2B block 3%, Pin1 inh 26%, G9a inh 21%[59 µM], PGK inhibitor -5% and ERG-DNA inh -4%.
Cc1ccc2c(c1)[C@H]1[C@H](CO2)[C@H](c2ccccc2)[C@]2(C)C(=O)Nc3ccc(Br)cc3C(=O)N12 was read as GLS inhibitor -10%, PI4K2A block 2, HP1b binding inh 29%, JMJD2A Tudor inh -18%, Pin1 inh 17%, PGK inhibitor -3% and ERG-DNA inh 7%.
`CC(C)C(C)(C#N)NC(=O)CSc1nc2scc(-c3ccc(F)cc3)c2c(=O)n1Cc1ccccc1` (stereo unspecified) gave GLS inhibitor 3%, PI4K2A block -2, HP1b binding inh 16%, JMJD2A Tudor inh -13%, BAZ2B block 11%, Pin1 inh 23%, G9a inh inconclusive, PGK inhibitor -9% and ERG-DNA inh -10%.
`CC(C)(Oc1ccc(Cl)cc1)C(=O)Nc1ccc(-c2nc3ncccc3o2)cc1` gave GLS inhibitor 3%, PI4K2A block 2, HP1b binding inh 30%, JMJD2A Tudor inh -15%, BAZ2B block 0%[57.1 µM], Pin1 inh -2%, G9a inh 10%[59 µM], PGK inhibitor -5% and ERG-DNA inh 1%.
O=c1ccc(-c2ccc(S(=O)(=O)Nc3ccc(F)cc3)s2)n[nH]1 was read as GLS inhibitor -5%, PI4K2A block -4, HP1b binding inh 42%[activator], JMJD2A Tudor inh -8%, BAZ2B block -1%, Pin1 inh 1%, G9a inh -20%, PGK inhibitor 0% and ERG-DNA inh 3%.
C/C(COc1ccccc1)=N\NC(=O)c1nnn(-c2nonc2N)c1CSc1ccccc1 was read as GLS inhibitor 8%, PI4K2A block -1, HP1b binding inh 48%[activator], JMJD2A Tudor inh 1%, BAZ2B block 2%, Pin1 inh -7%, G9a inh 15%, PGK inhibitor -2% and ERG-DNA inh 12%.
`Cc1cc2cc(CNC(=O)Nc3cccc(Cl)c3)ccc2n1C` gave GLS inhibitor -8%, PI4K2A block -4, HP1b binding inh 11%, JMJD2A Tudor inh -31%, BAZ2B block 7%, Pin1 inh 2%, G9a inh -22%[59 µM], PGK inhibitor -4% and ERG-DNA inh inconclusive.
Screening NC(=O)c1ccc(NC(=O)C2CC(=O)N(c3ccc4c(c3)OCCO4)C2)cc1 (stereo unspecified) returned GLS inhibitor 3%, PI4K2A block 8, HP1b binding inh 6%, JMJD2A Tudor inh -11%, BAZ2B block -6%, Pin1 inh 0%, G9a inh 6%[12.7 µM] and PGK inhibitor -4%.
Screening CCOC(=O)c1cc2sccc2n1CC(=O)O returned GLS inhibitor 6%, PI4K2A block 1, HP1b binding inh 11%, JMJD2A Tudor inh -6%, BAZ2B block -3%, Pin1 inh -3%, G9a inh 22% and PGK inhibitor -10%.
Screening CC(C)(C)NS(=O)(=O)c1cccc(S(=O)(=O)c2cccc(S(=O)(=O)NC(C)(C)C)c2)c1 returned GLS inhibitor -3%, PI4K2A block 11, HP1b binding inh 30%, JMJD2A Tudor inh 2%, BAZ2B block -1%, Pin1 inh -3%, G9a inh 45%[59 µM], PGK inhibitor inactive and ERG-DNA inh 4%.
For CN1CCCC(OC(=O)c2ccccc2Br)C1 (stereo unspecified) the results were GLS inhibitor 1%, PI4K2A block -4, HP1b binding inh 50%[activator], JMJD2A Tudor inh -3%, BAZ2B block -23%, Pin1 inh -10%, G9a inh -34%, PGK inhibitor -2% and ERG-DNA inh -4%.
`CCC(C)NC(=O)c1ccc(CSc2nc3ccncc3n2Cc2ccc(F)cc2)cc1` (stereo unspecified) gave GLS inhibitor 0%, PI4K2A block 1, HP1b binding inh 46%[activator], JMJD2A Tudor inh -6%, BAZ2B block -2%, Pin1 inh 0%, G9a inh inconclusive, PGK inhibitor inactive and ERG-DNA inh 7%.
Screening CCOC(=O)c1cnc2c(C)cc(Cl)cc2c1NCCc1ccc(OC)c(OC)c1 returned GLS inhibitor 0%, PI4K2A block 0, HP1b binding inh 53%[activator], JMJD2A Tudor inh -1%, BAZ2B block 8%, Pin1 inh 4%, G9a inh 1%[59 µM], PGK inhibitor -3% and ERG-DNA inh 2%.
For CCOc1ccccc1NC(=O)COC(=O)c1cccc(-c2ccc(OC(C)=O)cc2)c1 the results were GLS inhibitor 3%, PI4K2A block -4, HP1b binding inh 40%[activator], JMJD2A Tudor inh 1%, BAZ2B block -1%, Pin1 inh 3%, G9a inh 25%[59 µM], PGK inhibitor inactive and ERG-DNA inh 5%.
Screening O=C(COC(=O)COc1ccccc1[N+](=O)[O-])Nc1cccc(Br)c1 returned GLS inhibitor -4%, PI4K2A block -2, HP1b binding inh 29%, JMJD2A Tudor inh -11%, BAZ2B block -33%, Pin1 inh -4%, G9a inh 21%[59 µM] and PGK inhibitor -1%.
C=CCn1c(C)cc(C(=O)COc2ccc(C)nc2[N+](=O)[O-])c1C was read as GLS inhibitor 0%, PI4K2A block -3, HP1b binding inh inconclusive, JMJD2A Tudor inh inconclusive, BAZ2B block inconclusive, Pin1 inh 2%, G9a inh inconclusive, PGK inhibitor inactive and ERG-DNA inh 8%.
`CCCC1=C(C(=O)OCC)C(c2ccc(OC)c(CSc3ccccn3)c2)C(C#N)=C(N)O1` (stereo unspecified) gave GLS inhibitor 2%, PI4K2A block -3, HP1b binding inh 24%, JMJD2A Tudor inh -28%, BAZ2B block -11%, Pin1 inh 1%, G9a inh inconclusive, PGK inhibitor -6% and ERG-DNA inh -18%.
Screening CCn1c2ccccc2c2cc(NC(=O)C(C)Oc3ccc(OC)cc3)ccc21 (stereo unspecified) returned GLS inhibitor 1%, PI4K2A block 5, HP1b binding inh 15%, JMJD2A Tudor inh -19%, BAZ2B block -27%, Pin1 inh 20%, G9a inh 1%[12.7 µM], PGK inhibitor 3% and ERG-DNA inh -2%.
For Cc1ccc(S(=O)(=O)Nc2cccc(-c3ccc(N4CCCCCC4)nn3)c2)cc1 the results were GLS inhibitor -1%, PI4K2A block 3, HP1b binding inh 24%, JMJD2A Tudor inh 4%, BAZ2B block -24%, Pin1 inh 14%, G9a inh 17%, PGK inhibitor -8% and ERG-DNA inh 5%.
Screening COc1ccc2c(c1)SCC/C2=C\CN1C(=O)CCC1=O returned GLS inhibitor 9%, PI4K2A block -10, HP1b binding inh -2%, JMJD2A Tudor inh -12%, BAZ2B block -8%, Pin1 inh 23%, G9a inh 11%[59 µM], PGK inhibitor -4% and ERG-DNA inh 11%.
Screening Cc1oc2ncn(CC(C)C)c(=O)c2c1C(=O)NC(C)c1ccccc1 (stereo unspecified) returned GLS inhibitor -14%, PI4K2A block 3, HP1b binding inh 3%, JMJD2A Tudor inh -18%, BAZ2B block 9%[57.1 µM], Pin1 inh 2%, G9a inh -1%[59 µM], PGK inhibitor -7% and ERG-DNA inh 3%.
Screening Cc1cc(Cl)ccc1Oc1ccc(C(N)=O)cc1[N+](=O)[O-] returned GLS inhibitor -3%, PI4K2A block -7, HP1b binding inh 31%, JMJD2A Tudor inh 2%, BAZ2B block 1%, Pin1 inh -7%, G9a inh -10%[59 µM], PGK inhibitor -4% and ERG-DNA inh 3%.
For O=C(Oc1ccc2c(c1)C(=O)c1ccccc1CO2)c1ccccc1 the results were GLS inhibitor -4%, PI4K2A block -1, HP1b binding inh 91%[activator], JMJD2A Tudor inh 34%, BAZ2B block 26%, Pin1 inh 4%, G9a inh 28%[12.7 µM], PGK inhibitor -6% and ERG-DNA inh -10%.
For NC(=O)CCn1nc(-c2ccccc2)c2ccccc2c1=O the results were GLS inhibitor 8%, PI4K2A block 0, HP1b binding inh 13%, JMJD2A Tudor inh -22%, BAZ2B block -3%, Pin1 inh 3%, G9a inh 23%, PGK inhibitor -4% and ERG-DNA inh -10%.
